Screens (PubChem BioAssay)
ATG4B inh = ATG4B protease inhibitors, primary screen, biochemical, fluorescence, uHTS | Cysteine protease ATG4B (Homo sapiens), Q9Y4P1 | ATG4B cleavage of LC3-PLA2, NBD-HPC fluorescence, 1 h | inhibition, % at 8.33 µM | 0.51% of 340,000 active | AID 504462, 2011; in the data active = inhibition above about 40%
Target sequence (Q9Y4P1 whole entry, looked up): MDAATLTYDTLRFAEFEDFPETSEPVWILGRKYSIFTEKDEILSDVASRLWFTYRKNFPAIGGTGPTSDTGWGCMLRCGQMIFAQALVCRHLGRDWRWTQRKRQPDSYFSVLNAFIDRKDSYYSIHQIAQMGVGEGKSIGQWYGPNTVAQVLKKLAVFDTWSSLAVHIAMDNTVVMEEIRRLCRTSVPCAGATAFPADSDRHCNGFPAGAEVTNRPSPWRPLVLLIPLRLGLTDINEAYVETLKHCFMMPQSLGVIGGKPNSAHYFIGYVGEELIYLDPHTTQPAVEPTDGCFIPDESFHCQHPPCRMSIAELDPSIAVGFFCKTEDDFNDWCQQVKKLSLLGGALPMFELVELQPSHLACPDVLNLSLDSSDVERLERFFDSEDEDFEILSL
MPTP block = mitochondrial permeability transition pore inhibitors, primary screen, biochemical, isolated mouse mitochondria, absorbance | 1.4% of 360,000 active | inhibition, % at 10 µM | Ca2+ swelling absorbance, 30 min;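 active = inhibition of 50% or more, scaled per plate between neutral and stimulator controls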;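 also: 0% = DMSO wells given calcium and 100% = 1 mM EGTA wells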
* = called active by the depositor. Not all compounds are listed, so the mix of outcomes need not match the whole.

Values run as follows: ATG4B inh, MPTP block
> O=C1C(Cl)=C(Nc2ccc3cn[nH]c3c2)C(=O)c2ccccc21
  -15, 4.2
> O=C(Cc1ccccc1)c1ccc(O)cc1
  -3, 0.0
> COc1ccc(S(=O)(=O)N2CCOCC2)cc1NC(=O)COC(=O)CCS(=O)(=O)c1ccc(C)cc1
  -11, -2.1
> O=C(O)c1ccccc1C(c1ccccc1)c1ccccc1O (configuration not stated)
  -4, -0.3
> C1CC1C(=NN=C(C1CC1)C1CC1)C1CC1
  -1, -0.5
> O=S(=O)(c1ccccc1C(F)(F)F)N1C=CC(C(F)(F)F)=NCC1
  -4, 2.2
> CCC12CSc3nc(Cl)ccc3N1C(=O)C(=O)N2C (configuration not stated)
  -4, 0.8
> O=C(C1CC1)N1CCc2cc(Br)cc(S(=O)(=O)N3CCOCC3)c21
  -5, 0.3
> O=C(Cc1ccccc1[N+](=O)[O-])c1ccc2c(c1)OCO2
  8, -2.0
> O=C(/C=C/c1ccco1)Oc1cc(Br)cc(/C=N/NC(=O)c2ccccc2O)c1
  27, 66*
> COC(=O)[C@H](Cc1ccc(O)cc1)NCCCn1cnc(C(=O)Nc2ccc(C)c(C)c2)n1
  -6, 2.2
> CC(=O)CSc1nnc(-c2cnccn2)n1-c1ccccc1
  -1, -0.3
> O=[N+]([O-])c1cccc2cnccc12
  -3, -0.3
> CC1Cc2cc(/C(O)=C3/C(=O)C(=O)N(CCCN(C)C)C3c3ccncc3)ccc2O1 (configuration not stated)
  -10, 0.1
> CC12CC3CC1C(C(=O)O2)C3C(=O)O (configuration not stated)
  8, -0.2
> CCOC(=O)c1c(C)[nH]c(C(=O)OCCOc2ccccc2C)c1C
  -5, 14
> O=c1c2ccccc2nc(/C=C/c2cccnc2)n1Cc1ccccc1
  18, -4.4
> Cc1cc(C)n(-c2ccc(C(=O)N3CCN(S(=O)(=O)c4cccc(Br)c4)CC3)cc2)n1
  -1, -0.2
> CC(=O)Oc1ccc2c(c1)CCC1C2CCC2(C)C(OC(C)=O)CCC12 (configuration not stated)
  -31, -3.2
> COC(=O)c1ccccc1NC(=O)COC(=O)Cc1ccc(S(=O)(=O)N2CCOCC2)s1
  -14, 0.5

Continuation:
Values run as follows: ATG4B inh, MPTP block
> O=c1nc(-c2ccccc2)c(-c2ccccc2)n[nH]1
  -8, 0.4
> COc1cc(C(=O)N2CCN(S(=O)(=O)c3ccc(C)cc3)CC2)ccc1OCC(=O)N1CCOCC1
  -1, -1.7
> O=C(CC(CC(=O)c1ccccc1)c1ccncc1)c1ccccc1
  -3, -1.3
> Cc1cc(Br)c2c(c1)=C(c1sc(N3CCCCCC3)nc1O)C(=O)N=2
  11, 2.1
> CCOC(CNCc1cc(C)c2[nH]c3ccccc3c2c1C)OCC
  -4, 3.0
> CC1(c2ccccc2)CCC(=O)NC1 (configuration not stated)
  3, -1.8
> CCN(CC)S(=O)(=O)c1ccc(O)c(NC(=O)COc2ccc(S(=O)(=O)N3CCOCC3)cc2)c1
  -11, -2.2
> COc1ccc(C(=Cc2ccccc2[N+](=O)[O-])C(=O)O)cc1
  -7, -0.3
> O=C(Nc1ccc2c(c1)C(=O)c1ccccc1-2)c1ccccc1
  8, 0.5
> NC1CCCCC1N=Cc1c(O)n(CCc2ccc(F)cc2)c(=O)[nH]c1=O (configuration not stated)
  0, -7.6
> Cc1ccc(-n2cnc3c(=O)[nH]cnc32)cc1[N+](=O)[O-]
  -8, -0.9
> O=[N+]([O-])c1cccc(Cn2cnc3c(=S)nc[nH]c32)c1
  1, -1.7
> N#C/C(=C\C1=C(N2CCOCC2)C(=C\c2ccc(Cl)cc2)/CC1)C(=O)Nc1ccccc1F
  4, 11
> COc1cccc(-n2c(SCC(=O)Nc3ccc4c(c3)CCC4)nc3ccccc3c2=O)c1
  5, 0.4
> Cc1ccc(S(=O)(=O)N2CCN(C(=O)COC(=O)COc3ccc(Cl)c(C)c3)CC2)c(C)c1
  1, 0.8
> C/C(=N\Nc1ccccc1)c1cccs1
  7, 0.3
> CSc1nc(=S)c2[nH]c(=S)[nH]c2[nH]1
  -2, -1.0
> CC(OC(=O)c1ccccc1C(=O)O)c1ccccc1 (configuration not stated)
  -2, -0.7
> O=C(C=Cc1cccc(O)c1)c1ccccc1O
  -8, 5.5
> O=C(CCN1CCN(c2ccccc2)CC1)N/N=C/c1ccc(O)c(O)c1O
  -1, 4.2

Remaining list, next part:
Values run as follows: ATG4B inh, MPTP block
> O=C1NC(=S)NC1=Cc1ccco1
  5, 1.3
> OC1COCOC1C(O)C1OCOCC1O (configuration not stated)
  -5, -1.6
> CCN(CCc1ccccc1)c1ccc2c(c1)C1CC2CCN1C(=O)OCc1ccccc1 (configuration not stated)
  1, -0.7
> O=C1OC(c2ccccc2)(c2ccc(O)cc2)c2ccccc21 (configuration not stated)
  -4, 1.1
> Cc1ccc(S(=O)(=O)NN=Cc2cc(Cl)ccc2O)cc1
  0, 6.1
> O=C(Cc1cccc(NC(=O)C2CCCN(C(=O)c3ccccc3)C2)c1)Nc1ccc(C(=O)N2CCCCC2)cc1 (configuration not stated)
  -7, -1.3
> CC(=O)Nc1cc2oc3ccccc3c2cc1[N+](=O)[O-]
  -17, -0.9
> Cc1cc(NC(=O)CSCC(=O)Nc2cc(C(F)(F)F)ccc2N2CCCCC2)no1
  -5, 0.6
> CCN(c1ccc(NC(=O)COC(=O)CCc2cc(OC)c(OC)c(OC)c2)cc1)C(C)C
  7, 0.6
> Cc1ccc(C)c(S(=O)(=O)Nc2cc(SCC(=O)O)c(O)c3ccccc23)c1
  -1, 40
> COc1ccc(/C=N/NC(=O)c2cc(O)c(O)c(O)c2)cc1Cn1cc([N+](=O)[O-])cn1
  -2, 4.2
> COc1cc(/C=N/N2C(=O)CSC2=S)cc(Br)c1O
  13, 7.7
> Cc1ccccc1-c1csc(N)n1
  -2, 0.3
> CCOCCCNC(=S)NCCNc1nc2ccc(C)cc2cc1C#N
  -10, 1.1
> Fc1ccc2nncc(SCc3ccccc3Cl)c2c1
  9, -1.5
> NC(=S)NN=C1CCCCCCCCC1
  19, -1.4
> CN1CCN(CCCNC(=O)c2ccc(/C=C3\Sc4ccccc4N(Cc4ccccc4F)C3=O)cc2)CC1
  -1, -4.7
> COCCN(C(=O)COC(=O)/C=C/c1ccc(Cl)c(Cl)c1)c1c(N)n(Cc2ccccc2)c(=O)[nH]c1=O
  -13, 1.1
> Cc1ccccc1Nc1sc(C(=O)Nc2cccc(Cl)c2)c(N)c1C(N)=O
  -7, 2.7
> Cc1ccccc1C(=O)N1CCC(C(=O)Nc2ccc(S(=O)(=O)N3C(C)CCCC3C)cc2)CC1 (configuration not stated)
  -5, -0.4

Carrying on.
Values run as follows: ATG4B inh, MPTP block
> O=C1CCCC2=C1CC(C(=O)OCc1ccccc1)C(=O)N2Cc1ccccc1 (configuration not stated)
  0, 1.1
> COc1ccccc1S(=O)(=O)Cc1ccc(C(=O)N2CCN(c3cccc(Cl)c3)CC2)o1
  7, 11
> O=C(Cc1cccc(NC(=O)C2CCN(C(=O)C3CC3)CC2)c1)Nc1cccc(C(=O)N2CCCCC2)c1
  0, -0.3
> CCOC(=O)c1[nH]c(=S)[nH]c1C
  1, -1.3
> O=[N+]([O-])c1ccc(NN=Cc2ccccc2O)nc1
  -4, 7.9
> CC1COCC(C)N1C1=C(Cl)C(=O)c2ccccc2C1=O (configuration not stated)
  -27, 1.1
> CC(C)C[C@@H](CNCC(=O)[C@H](CC(=O)O)NC(=O)c1[nH]cnc1C(=O)N[C@H](CN)CC(C)C)NC(=O)c1nc[nH]c1C(=O)N[C@@H](C)C(=O)O
  2, 4.1
> COc1cc(C2C3=C(COC3=O)Oc3cc4c(cc32)OCO4)cc(OC)c1OC (configuration not stated)
  0, -1.3
> c1ccc(CN2CCc3[nH]c4ccccc4c3C2)cc1
  -3, -0.5
> C=C1[C@H](C)CN[C@H]1CCO
  -1, -0.5
> Nc1c(Cl)ncnc1Nc1ccc(C(=O)O)cc1
  3, 0.5
> Clc1ccc(C=NN2CCCCCC2)cc1Cl
  -3, -0.7
> O=c1[nH]c2cc(Cl)c(Cl)cc2o1
  3, 12
> Nc1nc2ccc(Cl)cc2[nH]1
  -2, -2.4
> CCc1ccc(-n2c(O)c(C=NCCN(CC)CC)c(=O)[nH]c2=O)cc1
  -1, 0.1
> CCOC(=O)c1cc2nc(OCC)nc(OCC)c2[nH]1
  -7, 0.6
> COc1cc(C(C)=O)ccc1OCC(=O)Nc1cc(S(=O)(=O)N2CCOCC2)ccc1N1CCCC1
  -5, 0.1
> CC(C)CCNC(=O)CCc1nnc(COc2ccccc2)o1
  -1, 0.5
> COc1ccc(/C=C/C(=O)Nc2ccc(N3CCOCC3)cc2)cc1
  -2, -1.0
> COc1ccc(-c2nn(-c3ccccc3)cc2C(=O)N(C)CC(=O)Nc2ccccc2Br)cc1
  -35, -0.1

Carrying on:
Values run as follows: ATG4B inh, MPTP block
> C=C(C)c1nc(Oc2ccccc2)nc(Oc2ccccc2)n1
  5, -0.6
> CCOc1ccccc1C=C1SC(=S)N(CC)C1=O
  -2, -0.2
> C[C@H](O)[C@@H]1C(=O)N2CCc3ccc(-c4cccc(F)c4)cc3[C@@H]2C[C@@H]1N(C)S(=O)(=O)c1ccccc1
  -27, -2.6
> O=C(Nc1cccc(C(=O)NC2CC2)c1)c1ccccc1
  -2, -1.0
> c1ccc2c(c1)oc1c(N3CCN(Cc4ccc5c(c4)OCO5)CC3)ncnc12
  -3, 86*
> Nc1nc2c(c(=O)[nH]1)C(c1cccc3ccccc13)C1=C(N2)c2ccccc2C1=O (configuration not stated)
  -19, -1.4
> COc1cc(OC)c(C(=O)NNC(=O)c2ccc(NS(=O)(=O)c3cccs3)cc2)cc1OC
  -7, -0.2
> CCN(Cc1ccncc1)Cc1c(O)ccc2ccccc12
  -8, 4.0
> COc1ccc(N=Nc2nc3cc(Br)c(Br)cc3n2C)c(OC)c1
  -26, -0.3
> CCOc1ccc(OCCC(=O)N(CC)CC(=O)Nc2ccccc2OC)cc1
  -4, -1.0
> COc1cc(C(=O)OCc2csc(CC(=O)Nc3cc(C)ccc3C)n2)ccc1OC(F)F
  -3, 2.0
> CC1(C)CCC(=NNC(N)=S)CC1
  3, -0.9
> c1ccc(CCn2cccc2)nc1
  -1, -0.8
> CCN(C(=O)CSc1nnc(-c2ccc(OC)cc2)n1N)c1c(N)n(Cc2ccccc2)c(=O)[nH]c1=O
  -35, -1.5
> O=C1C2C3C=CC(C3)C2C(=O)N1c1ncc([N+](=O)[O-])s1 (configuration not stated)
  -1, 0.1
> S=C(NCc1ccco1)NCc1ccco1
  -1, -2.7
> C/C(CCc1ccc2c(c1)OCO2)=N\N=C1\NC(=O)CC(C(=O)Nc2ccc(C(=O)O)cc2)S1 (configuration not stated)
  0, 6.9
> CC(=O)Nc1ccc2c(c1)Cc1c-2cc(Cl)c(NC(C)=O)c1Cl
  -18, 0.4
> CCCCN1C(=O)C(C#N)CC2=C1CC(C)(C)CC2=O (configuration not stated)
  6, 1.8
> Cc1ccc(NC(=O)CNC(=O)c2cccs2)cc1S(=O)(=O)Nc1ccc(Cl)cc1
  -9, 5.0

Of the compounds above, 6 have a furan ring, fused or not.
Values run as follows: ATG4B inh, MPTP block
> O=C(/C=C/c1ccco1)Oc1cc(Br)cc(/C=N/NC(=O)c2ccccc2O)c1
  27, 66*
> O=C1NC(=S)NC1=Cc1ccco1
  5, 1.3
> CC(=O)Nc1cc2oc3ccccc3c2cc1[N+](=O)[O-]
  -17, -0.9
> COc1ccccc1S(=O)(=O)Cc1ccc(C(=O)N2CCN(c3cccc(Cl)c3)CC2)o1
  7, 11
> c1ccc2c(c1)oc1c(N3CCN(Cc4ccc5c(c4)OCO5)CC3)ncnc12
  -3, 86*
> S=C(NCc1ccco1)NCc1ccco1
  -1, -2.7

3 compounds from above, ordered by length of the SMILES, ascending:
Values run as follows: ATG4B inh, MPTP block
> O=C(Nc1cccc(C(=O)NC2CC2)c1)c1ccccc1
  -2, -1.0
> CCOc1ccc(OCCC(=O)N(CC)CC(=O)Nc2ccccc2OC)cc1
  -4, -1.0
> C[C@H](O)[C@@H]1C(=O)N2CCc3ccc(-c4cccc(F)c4)cc3[C@@H]2C[C@@H]1N(C)S(=O)(=O)c1ccccc1
  -27, -2.6

New compounds follow
Values run as follows: ATG4B inh, MPTP block
> COc1cc(/C=C(\CC(=O)O)c2nc3ccccc3s2)ccc1OCC(=O)Nc1ccccc1F
  -10, 0.9
> CCOC(=O)CNC(=O)N1CCCC(Cc2ccccc2)(C(=O)OCC)C1 (configuration not stated)
  1, 0.8
> CCNc1cc2c(cc1O)CCC1C2CCC2(C)C(O)CCC12 (configuration not stated)
  -5, -1.6
> CC=Cc1cc(OC)c2c(c1)C(C)C(c1ccc(O)c(OC)c1)O2 (configuration not stated)
  -3, 3.2
> CC(NS(=O)(=O)OCC(Cl)(Cl)Cl)c1ccc(C(C)(C)C)cc1 (configuration not stated)
  9, 43
> CC12C=CC(=O)C=C1CCC1C3CCC(O)(C(=O)CO)C3(C)CC(O)C12F (configuration not stated)
  2, -1.3
> CCOc1ccc(NC(=O)C(c2ccccn2)N(C(=O)CCl)c2ccc(OCC)cc2)cc1 (configuration not stated)
  11, 16
> O=C(NOCc1ccccc1)OCc1ccccc1
  5, 0.0
> CCC1(CC)SCCNC1=O
  4, -4.1
> COc1cc(C(=O)OCC(C)=O)ccc1OCc1c(C)noc1C
  -4, 0.0
> O=C(NNC(=O)c1cccs1)c1ccc(Br)o1
  -2, 0.7
> CC(=O)Nc1ccc2c(c1)C(=Nc1ccc(C)cc1)c1ccccc1-2
  -3, 0.8
> COc1ccc(-n2c(C)cc(/C=C3/SC(=S)N(C)C3=O)c2C)cc1
  5, 1.7
> CC(C)COCC1CC2(CC(C)(c3csc(N)n3)OC2=O)C(=O)O1 (configuration not stated)
  -15, -1.0
